CendR NRP1 mod – alters CendR peptide binding to human NRP-1. hit rate 0.85% among 360,000. FAM-RPARPAR peptide binding to NRP-1, fluorescence polarization. inhibition, % at 25 µM. O14786;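 active means inhibition or corrected inhibition above about 18%, plus a signal ratio from 0.5 to 1.5, limit read from the data, passing the limit was not always enough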; further: strong numbers were not always called active
Target sequence (O14786 whole entry, looked up): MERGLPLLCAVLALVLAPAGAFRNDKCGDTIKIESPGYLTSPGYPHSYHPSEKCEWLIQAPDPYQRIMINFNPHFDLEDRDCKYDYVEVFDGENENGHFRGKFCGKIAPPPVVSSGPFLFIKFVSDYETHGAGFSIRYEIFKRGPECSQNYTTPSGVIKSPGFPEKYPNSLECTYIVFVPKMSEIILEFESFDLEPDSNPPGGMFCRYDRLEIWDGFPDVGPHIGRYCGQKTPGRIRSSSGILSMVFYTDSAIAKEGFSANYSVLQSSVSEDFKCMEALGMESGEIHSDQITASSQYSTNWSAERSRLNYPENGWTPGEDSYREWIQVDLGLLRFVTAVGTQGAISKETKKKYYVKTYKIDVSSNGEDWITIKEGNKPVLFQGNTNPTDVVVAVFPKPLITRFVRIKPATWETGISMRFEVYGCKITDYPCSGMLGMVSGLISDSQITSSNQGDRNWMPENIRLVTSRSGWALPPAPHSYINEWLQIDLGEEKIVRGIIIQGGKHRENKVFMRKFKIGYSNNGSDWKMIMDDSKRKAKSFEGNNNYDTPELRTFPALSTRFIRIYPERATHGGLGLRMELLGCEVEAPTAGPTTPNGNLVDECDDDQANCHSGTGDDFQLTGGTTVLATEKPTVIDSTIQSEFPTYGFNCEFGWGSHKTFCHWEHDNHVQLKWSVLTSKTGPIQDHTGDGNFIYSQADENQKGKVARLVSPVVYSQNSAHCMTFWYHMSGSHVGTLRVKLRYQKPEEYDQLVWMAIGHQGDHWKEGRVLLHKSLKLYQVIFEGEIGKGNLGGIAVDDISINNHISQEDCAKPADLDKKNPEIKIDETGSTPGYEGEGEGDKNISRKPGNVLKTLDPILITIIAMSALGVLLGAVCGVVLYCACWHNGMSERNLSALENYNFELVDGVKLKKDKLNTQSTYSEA
LMPTP inh – LMPTP (human) inhibition; inhibition, % at 20 µM; recombinant LMPTP-A, OMFP fluorogenic substrate, fluorescence intensity; P24666; hit rate 0.22% among 360,000;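 active means compounds that cut the enzyme signal by at least half of the control window in the single-dose screen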;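 further: plate controls were DMSO wells with enzyme plus substrate for no effect and substrate without enzyme for full effect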
Target sequence (P24666 whole entry, looked up): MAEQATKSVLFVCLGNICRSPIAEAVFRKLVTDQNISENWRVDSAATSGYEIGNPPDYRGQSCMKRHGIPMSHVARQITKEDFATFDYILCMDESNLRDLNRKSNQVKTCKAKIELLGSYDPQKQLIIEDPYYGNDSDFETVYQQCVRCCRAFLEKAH
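Material: LMPTP-A; amount: 0.625 nM enzyme; doses: single 20 µM dose; times: reaction 50 min, room temperature, dark; technique: fluorescence intensity of OMFP turnover product; benchmarks: no-enzyme and uninhibited controls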
Tb MetRS inh – blocks T. brucei methionyl-tRNA synthetase activity; AID 624268; purified T. brucei MetRS, ATP depletion, Kinase-Glo luminescence; hit rate 0.4% among 360,000; inhibition, % at 11.9 µM;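 active means inhibition above a per-plate cutoff of the control wells' mean inhibition plus 3 SD, cut at about 5.5% in these data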;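 further: 0% = DMSO wells median and 100% = median of wells with control inhibitor compound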
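Test system: purified T. brucei MetRS enzyme. Also added: ATP, methionine and E. coli bulk tRNA substrates. Compound: 11.9 µM single point. Schedule: 15 min enzyme-compound preincubation, 2 h reaction, 10 min detection, 25 °C. Signal: luciferase luminescence of residual ATP, Kinase-Glo. Evaluation: percent inhibition versus plate control medians. Controls: DMSO wells, low control.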
DNMT1 inh – DNMT1 (human) enzyme inhibition; P26358; DNMT1 molecular beacon, Hinp1I cleavage, fluorescence; inhibition (reported as % activation of signal), % at 10 µM; hit rate 0.83% among 360,000; AID 588458; in the data active means inhibition above about 50%
MsrA inhibitor – inhibits bovine methionine sulfoxide reductase A; purified bovine MsrA, absorbance read-out; inhibition, % at 15.5 µM; hit rate 0.75% among 360,000; AID 651718; in the data active means inhibition above about 4.5%;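 further: 0% = vehicle wells with enzyme and 100% = reference inhibitor wells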
SUMO1-SIM PPI – SUMO1-SIM interaction modulation | P63165 | SUMO1 binding to a labelled peptide, TR-FRET, 1 h | inhibition, % at 20 µM | hit rate 0.33% among 360,000; in the data active means inhibition above about 37%
STEP block – blocks human striatal-enriched tyrosine phosphatase; P54829; recombinant STEP, OMFP fluorogenic substrate, fluorescence; inhibition, % at 20 µM; hit rate 0.25% among 360,000;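 active means inhibition at 20 µM, scaled per plate between control wells, above about 37%, limit read from the data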;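 further: 0% = DMSO with enzyme and substrate and 100% = substrate only without enzyme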
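System: STEP (striatal-enriched tyrosine phosphatase) enzyme, cell-free; medium: Bis-Tris pH 6.0 buffer with DTT, detergent; dosing: 20 µM, 1% DMSO; times: reaction 20 min, ambient temperature; detection: fluorescence, 480/540 nm; read-out basis: normalized % inhibition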
eLon inh – inhibitors of E. coli Lon protease | P0A9M0 | inhibition, % at 7.94 µM | hit rate 0.42% among 360,000 | purified E. coli Lon protease, fluorescence polarization; in the data active means inhibition above about 13%, passing the limit was not always enough;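 further: 0% = enzyme with probe and DMSO and 100% = no enzyme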
Scp-1 inhibitor – blocks human Scp-1 phosphatase activity; hit rate 0.88% among 340,000; Recombinant Scp1, phosphopeptide, malachite green phosphate absorbance; inhibition, % at 20 µM; AID 493091;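 active means inhibition above about 50% at 20 µM, limit read from the data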;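 further: plate controls were DMSO wells with enzyme for no effect and wells lacking enzyme for full effect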
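Times: enzyme reaction 45 min at room temperature, colour 5 min, stabilisation 30 min. Material: SCP-1 catalytic fragment, aa 76-261. Medium: Acidic Tris acetate buffer with magnesium and detergent. Signal: colorimetric free-phosphate detection, absorbance 630 nm. Read-out basis: % inhibition of SCP-1 phosphate liberation. Reagent: Phosphorylated 17-residue peptide substrate.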
MsrA act – activators of bovine methionine sulfoxide reductase A. purified bovine MsrA, absorbance read-out. activation, % at 10.6 µM. hit rate 0.3% among 360,000. AID 602163; in the data active means activation above about 7.5%;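 further: 0% = vehicle and 100% = reference activator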
* hit, by the source's call; · = no result given.

SMILES | CendR NRP1 mod | LMPTP inh | Tb MetRS inh | DNMT1 inh | MsrA inhibitor | SUMO1-SIM PPI | STEP block | eLon inh | Scp-1 inhibitor | MsrA act
CCn1c(COc2ccccc2)nnc1SCC(=O)Nc1cc(C)ccc1OC | -8 | 0.6 | -0.3 | -3 | 1.0 | 2 | 2 | 9 | -4 | 2
COc1cc(OC)cc(C(=O)N[C@H](C(=O)OCC(=O)Nc2ccc(C(C)C)cc2)C(C)C)c1 | -1 | 2.1 | -0.6 | -4 | 0.1 | -3 | -3 | -4 | -1 | 1
O=C(NCc1n[nH]c(=S)n1-c1ccccc1)c1ccc(S(=O)(=O)N2CCOCC2)cc1 | -8 | -1.2 | -0.4 | 2 | -0.4 | -7 | 1 | -11 | -2 | -2
CC(C)Nc1nc(Cl)nc(NN(C)c2nc(N(C)C)nc(N(C)C)n2)n1 | -13 | -0.5 | -1.2 | 2 | 0.9 | -3 | -2 | 6 | 7 | -9
CCOc1ncccc1C(=O)OCC(=O)NCc1ccccc1 | 15 | -0.6 | -0.1 | 1 | -0.1 | 1 | 0 | 3 | -4 | 0
CCO/C(C)=N/Oc1cnc2ccccc2c1 | 15 | -1.6 | 0.0 | 3 | -2.6 | 6 | 0 | 2 | · | 6
C=C(C)CNC(=O)C1CCC(=O)N(CCCc2ccccc2)C1 (centres undefined) | 11 | -0.8 | -0.7 | -3 | -0.4 | 6 | -4 | -2 | -2 | -2
CC(=O)Nc1nonc1-c1nc2ccccc2n1CCC(C)C | -8 | 1.6 | -0.5 | 1 | -0.7 | 0 | 1 | 4 | 1 | 1
O=C(c1ccc(Oc2ccccc2)cc1)c1nc2c(n1O)CCCC2 | 8 | -1.5 | -0.6 | 1 | 3.5 | -4 | -1 | 3 | 0 | -3
O=C(Cn1cnc2ccccc2c1=O)OCCCCN1C(=O)c2ccccc2C1=O | -2 | -4.5 | -0.2 | 3 | 0.6 | -3 | -2 | 1 | -5 | -2
CC1CC(=O)N(CC(=O)Nc2ccccc2F)c2ccccc2S1(=O)=O (centres undefined) | 8 | -1.2 | -0.3 | 4 | -0.6 | -4 | -2 | -3 | -9 | -3
CCC1(c2ccccc2)NC(=O)N(CC(=O)NC2(C#N)CCCCC2)C1=O (centres undefined) | 0 | 0.1 | -0.4 | 6 | -0.8 | 5 | -3 | -4 | -2 | -11
Cc1cc(Cl)ccc1OCCCC(=O)N1CCCc2ccccc21 | -5 | 4.8 | -0.2 | -3 | -1.3 | 0 | 5 | 3 | -6 | -3
Cc1cc(C(=O)N2CCN(C/C=C/c3ccccc3)CC2)no1 | -5 | -1.0 | -0.6 | -2 | -1.4 | 1 | 0 | -5 | -4 | 1
Cc1ccsc1/C=N/NC(=O)C(=O)NCC(C)C | 32* | -0.7 | -0.8 | 0 | 5.6* | -9 | -4 | 5 | -6 | -3
Cc1cc2cc(CNC(=O)c3ccc(S(=O)(=O)N(C)C)cc3)ccc2n1C | 10 | 30 | -0.5 | -14 | -0.2 | -18 | -1 | 26* | -9 | -1
COC(=O)c1cnn(-c2ccccc2)c1/C=N/NC(=S)Nc1ccccc1 | 8 | 1.2 | -0.5 | -2 | 1.3 | -1 | 0 | 5 | -8 | -6
COC(=O)c1cccc(NC(=O)Cc2nc(-c3ccccc3)sc2-c2ccc(C)cc2)c1 | 0 | 4.9 | -0.1 | -7 | -0.3 | -7 | -1 | 5 | -5 | -9
CC(=O)Nc1c(O)nc(SCc2ccccc2C#N)[nH]c1=O | 4 | -1.3 | -0.6 | 6 | -0.5 | 2 | 1 | -4 | -9 | 3
CCOc1ccc(NC(=O)C2CCCN(S(=O)(=O)c3ccc4c(c3)C(C)(C)C(=O)N4C)C2)cc1 (centres undefined) | -11 | -0.5 | 0.2 | -4 | 1.2 | 10 | 3 | 1 | · | -2
CCC(C)NC(=O)C1CCN(S(=O)(=O)c2cccc3nonc23)CC1 (centres undefined) | 5 | -0.8 | 0.6 | -1 | -0.1 | -32 | 2 | -2 | -1 | -2
Cc1nc(NC(=O)C(C)(C)C)sc1C(=O)Cn1cc(CCCC#N)nn1 | 1 | -0.8 | -1.1 | · | 1.0 | -18 | · | -2 | · | -4
Cc1ccc(S(=O)(=O)CCC(=O)Nc2cccc(Cl)c2)cc1 | -7 | -0.1 | 0.6 | 0 | -0.7 | 4 | 1 | 1 | -7 | -2
CC(=O)N1CCOc2ccc(S(=O)(=O)NCc3ccc(Cl)cc3)cc21 | 5 | -0.7 | -1.0 | 4 | -0.9 | 2 | 0 | 10 | 11 | -10
O=C(CSc1ccc2ccccc2c1)N1CCN(c2ccc(O)cc2)CC1 | 0 | -0.3 | -0.5 | -7 | 0.6 | -1 | -2 | 6 | -14 | -3
O=C(COC(=O)/C=C/c1ccco1)NCCc1ccccc1 | -9 | 7.8 | 0.2 | 14 | 1.5 | 1 | 2 | -4 | 35 | -5
CC(=O)Nc1ccc(S(=O)(=O)N/N=C/c2ccc(C)s2)cc1 | 9 | 0.4 | 0.1 | -1 | 2.3 | -2 | -4 | -4 | -2 | -3
O=C(NC1CCN(C(=S)Nc2ccc(Cl)cc2)CC1)c1ccco1 | 0 | 1.6 | 0.1 | 1 | 0.7 | 10 | 5 | -14 | -1 | -3
Cc1nnc2c3ccccc3c(-c3ccc(O)cc3)nn12 | 4 | -1.3 | -0.2 | 2 | 1.0 | -8 | -19 | 3 | 1 | -6
CCCn1c(C)cc(C(=O)COc2ccc(-c3nnco3)cc2)c1C | -24 | 0.1 | -0.3 | 0 | 0.2 | 0 | 1 | -5 | 1 | -4
O=C(C1CCCN(S(=O)(=O)Cc2ccccc2)C1)N1CCCCC1 (centres undefined) | -6 | -0.6 | -1.3 | 3 | -0.7 | -3 | 4 | -10 | -7 | -6
S=C(NCc1ccco1)N1CCN(c2nc(-c3ccccc3)cs2)CC1 | -5 | 1.1 | -1.0 | -9 | -1.3 | -4 | 3 | -5 | 0 | -5
COc1cc(C(=S)N2CCC(C)CC2)ccc1O | -3 | -0.3 | 0.0 | -4 | 1.3 | 9 | -1 | -11 | 0 | -5
NC(=O)CSCc1nc2ccccc2s1 | -16 | -1.4 | -0.5 | 0 | -0.8 | -4 | 2 | -8 | 6 | 3
COc1ccc(-c2nnc(SCC(=O)NCc3ccco3)n2C)cc1 | -5 | -0.1 | -0.3 | 4 | 0.7 | 2 | 0 | -9 | -8 | -2
ClC(/C=N/n1cnnc1)=C/c1ccccc1 | -5 | -1.9 | -0.2 | 4 | 1.0 | -19 | -1 | -3 | 17 | -3
COc1ccc(OCC(O)Cn2cnc(-c3ccc(Br)cc3)c2)cc1 (centres undefined) | -3 | 2.4 | 14* | -12 | -0.5 | 4 | -1 | 2 | 3 | 0
O=C(Cn1cnc2cc([N+](=O)[O-])ccc2c1=O)NC(=O)NCc1ccccc1 | -16 | -1.2 | -0.1 | -6 | 0.2 | -17 | 3 | -10 | -15 | -3
CCOC(=O)c1ccc(CN(Cc2ccccc2)S(=O)(=O)c2cccc([N+](=O)[O-])c2)cc1 | 2 | 0.7 | 0.1 | 6 | 0.0 | -3 | 2 | -8 | -11 | -3
Clc1ccccc1CSc1ncn(-c2ccccc2)n1 | 14 | 0.3 | -1.3 | 0 | 2.8 | 0 | -6 | -13 | -7 | -5

Part of the list above with just Scp-1 inhibitor and MsrA inhibitor.
Structure | Scp-1 inhibitor | MsrA inhibitor
CCn1c(COc2ccccc2)nnc1SCC(=O)Nc1cc(C)ccc1OC | -4 | 1.0
COc1cc(OC)cc(C(=O)N[C@H](C(=O)OCC(=O)Nc2ccc(C(C)C)cc2)C(C)C)c1 | -1 | 0.1
O=C(NCc1n[nH]c(=S)n1-c1ccccc1)c1ccc(S(=O)(=O)N2CCOCC2)cc1 | -2 | -0.4

Additional compounds follow.
SMILES | CendR NRP1 mod | LMPTP inh | Tb MetRS inh | DNMT1 inh | MsrA inhibitor | SUMO1-SIM PPI | STEP block | eLon inh | Scp-1 inhibitor | MsrA act
COc1ccc(C(=O)CSc2nnc(CNc3ccc(C)cc3C)o2)cc1 | -3 | 1.2 | 0.0 | 1 | 0.3 | 1 | 1 | -1 | -2 | 0
COc1ccc(Cn2c(SCc3ccc(C)cc3)nc3cc(OC)c(OC)cc3c2=N)cc1Cl | -1 | 18 | -1.4 | -20 | -0.8 | -5 | 15 | 0 | 21 | -13
N#Cc1c(NC(=O)CSc2nc(-c3ccco3)cc(C(F)(F)F)n2)sc2c1CCCC2 | -1 | 0.5 | -1.3 | -2 | -0.4 | -2 | 4 | -15 | -3 | -1
CCc1ccccc1NC(=O)C1=CC(c2cccs2)=NS(=O)(=O)N1C | 2 | -0.8 | -0.1 | 3 | 2.4 | -24 | -1 | 1 | -5 | -3
c1ccc2c(c1)nc(NCC1CCCO1)c1nnnn12 (centres undefined) | -2 | -0.9 | 1.1 | 3 | 1.2 | 2 | -1 | -37 | -13 | -2
CCCCc1nnc(NC(=O)c2ccc3[nH]c(=O)c(=O)[nH]c3c2)s1 | -18 | -0.8 | -0.9 | 2 | 0.8 | 22 | -1 | -4 | 2 | -13
COc1ccc(SC[C@H](Cc2ccccc2)N2CC[C@@H](C)CCC2=O)cc1 | 15 | 0.4 | -0.3 | 1 | -0.6 | 2 | 1 | 1 | -3 | -1
CN(C#N)c1nccc(-c2cccs2)n1 | -13 | 1.1 | -0.5 | -2 | 2.5 | -5 | -1 | -7 | -5 | 0
COc1ccc(C(=O)c2ccc(N3CCOCC3)cc2)c(OC)c1 | 1 | -1.1 | -0.5 | 2 | 3.0 | -6 | -1 | -3 | 0 | -2
CC(C)(C)C(=O)/C=c1\s/c(=C\c2ccc(-c3ccc([N+](=O)[O-])cc3)o2)c(=O)n1CC(=O)NC(N)=O | 135 | 3.0 | -0.7 | -6 | 0.8 | -22 | -61 | -286 | -11 | -2
CNC(=O)NC(=O)C(C)OC(=O)c1cc2c(s1)CCCCC2 (centres undefined) | -17 | 1.6 | -0.6 | 5 | 1.2 | 0 | -1 | 8 | 3 | -2
CSc1nnc(-c2cc(-c3ccc(C)cc3)nc3ccccc23)o1 | -22 | 0.6 | 0.6 | 1 | 0.5 | -12 | 2 | -1 | -8 | -4
CCOc1ccc(S(=O)(=O)NCC2(N3CCCCC3)CCCCC2)cc1 | 4 | -2.0 | -0.4 | 3 | 0.8 | 10 | -5 | 1 | 1 | -3
Cc1ccc(C2=NN(C(=O)CSc3nc(N)cc(N)n3)C(c3ccco3)C2)cc1 (centres undefined) | -6 | 3.6 | 0.1 | -5 | -0.4 | -5 | 4 | 4 | -2 | -2
CC(CNCc1ccc2c(c1)OCO2)NCc1ccc2c(c1)OCO2 (centres undefined) | -2 | -2.5 | 0.1 | 3 | -1.2 | 1 | 0 | -12 | -9 | 0

Screening results deposited in PubChem by several laboratories.
